MEKK3 PB1 HTS – modulators (inhibitors or enhancers) of MEK5 binding to human MEKK3 PB1 domain | 1.4% of 290,000 active | bead-based flow cytometry, Alexa488-MEK5 binding to MEKK3; actives lie on both sides; 0 = blocked by unlabeled MEK5, 100 = vehicle | AID 1529 | Q99759 | binding response (% of control), % at 10 µM;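 active = binding response more than 3 SD above or below the average of its plate-row segment, actives on both sides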;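 note: Alexa488 bead fluorescence after subtracting the streptavidin-only scavenger bead signal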
GalR3 antag – human GalR3 antagonism | O60755 | HEK293 GalR3-CNG cAMP membrane potential fluorescence; galR3 body fused to GalR1 C-terminus | inhibition, % at 3 µM | 0.44% of 360,000 active;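 active = inhibition above the screen-wide average plus 3 SD, cut at about 13% in these data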;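 note: forskolin and galanin both at EC90 stimulate the cells; cAMP rise reported by CNG channel membrane potential dye signal; 0% = forskolin plus galanin with DMSO and 100% = forskolin alone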
Target sequence (O60755 1-299 limits assumed): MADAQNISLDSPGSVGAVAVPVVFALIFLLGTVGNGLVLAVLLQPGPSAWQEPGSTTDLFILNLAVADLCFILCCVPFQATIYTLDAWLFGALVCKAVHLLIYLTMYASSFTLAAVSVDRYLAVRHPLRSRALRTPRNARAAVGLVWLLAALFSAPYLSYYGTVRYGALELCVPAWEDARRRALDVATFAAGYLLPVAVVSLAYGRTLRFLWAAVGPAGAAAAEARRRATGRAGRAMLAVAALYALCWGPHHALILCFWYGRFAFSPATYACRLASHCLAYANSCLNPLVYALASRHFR
DNA FID counter – counter-screen for HCV NS3 helicase inhibitors: DNA intercalator displacement; inhibition, % at 7.9 µM; 0.17% of 290,000 active; DNA fluorescent intercalator displacement, fluorescence; in the data active = inhibition above about 37%;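 note: 0% = vehicle and 100% = reference compound; higher means more ethidium bromide displaced from hairpin DNA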
MEKK2mut PB1 HTS – signal of MEK5 binding to mutant human MEKK2 PB1 domain | bead flow cytometry, Alexa488-MEK5 binding to MEKK2 mutant | percent response, % at 10 µM | 0.35% of 290,000 active | AID 1530; in the data active = percent response above about 24%, passing the limit was not always enough; note: inactives centre near 1; some results filed as inactive read as strong as hits
CRFR2-BP ag – agonists of human CRF-binding protein/CRF-R2 receptor complex. HEK293 CRF-R2/CRF-BP, calcium dye fluorescence (FLIPR); percent of saturating CRF peptide response. activation, % at 13.2 µM. 0.46% of 350,000 active. AID 588473;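 active = activation of at least 50%, plus an integration ratio under a set limit after plate pattern correction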;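 note: plate controls were neutral control wells without compound for no effect and CRF at EC100 for full effect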
HCV NS3 hel inh – blocks Hepatitis C virus NS3 helicase unwinding; inhibition, % at 10.9 µM; 0.56% of 290,000 active; AID 1800; NS3 helicase DNA unwinding, Cy5 molecular beacon fluorescence;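 active = inhibition above the mean of all tested compounds plus 3 SD, set per campaign, cut at about 35% in these data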;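 note: 0% = DMSO wells and 100% = thioflavine S control wells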
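System: NS3 helicase fragment of HCV / Schedule: 1 h at 25 °C / Control set: DMSO alone as 0% and 110 µM thioflavine S as 100% / Reagent: Cy5/quencher beacon DNA duplex and ATP to start / Technique: Cy5 fluorescence / Replication: singlicate / Evaluation: % inhibition of end-to-start signal ratio versus controls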
SUMO HTRF inh – inhibitors of human SUMOylation (UBC9) | P63279 | HTRF SUMOylation assay, SAE1/SAE2 + UBC9, in vitro | inhibition, % at 35 µM | 0.36% of 290,000 active; in the data active = inhibition above about 50%, passing the limit was not always enough; note: strong numbers were not always called active
Target sequence (P63279 whole entry, looked up): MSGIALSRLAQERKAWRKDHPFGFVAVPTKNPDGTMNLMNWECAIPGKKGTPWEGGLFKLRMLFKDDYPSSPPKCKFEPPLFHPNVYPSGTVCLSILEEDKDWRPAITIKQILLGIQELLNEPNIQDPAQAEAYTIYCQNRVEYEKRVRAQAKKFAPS
MEKK2wt PB1 HTS – raises or lowers MEK5 binding to wildtype human MEKK2 PB1 domain; bead flow cytometry, Alexa488-MEK5 binding to MEKK2 WT; actives lie on both sides; 1.1% of 290,000 active; Q9Y2U5; AID 1531; binding response (% of control), % at 10 µM; in the data active = binding response below about 67% or above about 130%
CRFBP-R2 block – antagonists of CRF-binding protein/CRF-R2 receptor complex; HEK293 CRF-R2/CRF-BP, CRF-induced calcium fluorescence; inhibition, % at 11.8 µM; 0.59% of 350,000 active;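 active = inhibition of the ligand-induced calcium signal above about 50% at the single tested concentration, limit read from the data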
* = called active by the depositor; [ ] = remark or other dose.

COc1ccc(C(=O)Nc2ncc3c(n2)-c2ccccc2CC3)cc1 was read as MEKK3 PB1 HTS 102, GalR3 antag -4, DNA FID counter -23, MEKK2mut PB1 HTS 2, CRFR2-BP ag -0.2, HCV NS3 hel inh 2, SUMO HTRF inh 6, MEKK2wt PB1 HTS 100 and CRFBP-R2 block -23.
CC(=O)Nc1ccc(NC(=O)c2ccc([N+](=O)[O-])cc2Cl)cc1 was read as MEKK3 PB1 HTS 92, GalR3 antag 0, DNA FID counter 5, MEKK2mut PB1 HTS -13, CRFR2-BP ag -0.3, HCV NS3 hel inh 11, SUMO HTRF inh -2, MEKK2wt PB1 HTS 80 and CRFBP-R2 block -6.
`Cc1cc(C)n2nc(SCc3nnc(-c4ccccc4Br)o3)nc2n1` gave MEKK3 PB1 HTS 110, GalR3 antag 2, DNA FID counter -14, MEKK2mut PB1 HTS 0, CRFR2-BP ag 1.4, HCV NS3 hel inh -5, SUMO HTRF inh -4, MEKK2wt PB1 HTS 106 and CRFBP-R2 block -23.
Cc1ccc(S(=O)(=O)N2CCOC2CNC(=O)C(=O)NCCN2CCOCC2)cc1 (centres undefined) was read as MEKK3 PB1 HTS 101, GalR3 antag -6, DNA FID counter -5, MEKK2mut PB1 HTS 8, CRFR2-BP ag 0.4, HCV NS3 hel inh 2, SUMO HTRF inh 8, MEKK2wt PB1 HTS 110 and CRFBP-R2 block 3.
`Cc1nn2c(C(F)(F)F)c3c(nc2c1-c1ccccc1)CCC3` gave MEKK3 PB1 HTS 1.0*[inhibitor], GalR3 antag -5, DNA FID counter 5, MEKK2mut PB1 HTS -35, CRFR2-BP ag 0.6, HCV NS3 hel inh -2, SUMO HTRF inh 12 and CRFBP-R2 block 25.
For O=C(Cc1c(F)cccc1Cl)Nc1ccc(S(=O)(=O)N2CCOCC2)cc1 the results were MEKK3 PB1 HTS 100, GalR3 antag -2, DNA FID counter -15, MEKK2mut PB1 HTS 2, CRFR2-BP ag -0.5, HCV NS3 hel inh -2, SUMO HTRF inh 4, MEKK2wt PB1 HTS 102 and CRFBP-R2 block -7.
CC(C)CN(Cc1cc(=O)oc2cc(-c3ccccc3)c(O)cc12)CC(C)C was read as MEKK3 PB1 HTS 104, GalR3 antag 11, DNA FID counter -12, MEKK2mut PB1 HTS 0, CRFR2-BP ag -0.3, HCV NS3 hel inh 8, SUMO HTRF inh 25, MEKK2wt PB1 HTS 109 and CRFBP-R2 block -5.
Cc1ccc(NC(=O)COC(=O)Cc2csc(-c3cccc(F)c3)n2)cc1C was read as MEKK3 PB1 HTS 99, GalR3 antag -3, DNA FID counter -21, MEKK2mut PB1 HTS -1, CRFR2-BP ag -3.1, HCV NS3 hel inh 3, SUMO HTRF inh -17, MEKK2wt PB1 HTS 101 and CRFBP-R2 block -4.
Screening COCCC(=O)N1CCC(Oc2ccc(C(=O)N3C[C@@H](C)O[C@@H](C)C3)cc2)CC1 returned MEKK3 PB1 HTS 104, GalR3 antag -1, DNA FID counter -18, MEKK2mut PB1 HTS 6, CRFR2-BP ag 4.8, HCV NS3 hel inh 5, SUMO HTRF inh 5, MEKK2wt PB1 HTS 105 and CRFBP-R2 block -10.
CCOC(=O)c1c(C)n(C)c2ccc(OC)c(NC(=O)CN3CCC(C(=O)OCC)CC3)c12 was read as MEKK3 PB1 HTS 47*[inhibitor], GalR3 antag -2, DNA FID counter -24, MEKK2mut PB1 HTS -37, CRFR2-BP ag 0.3, HCV NS3 hel inh -7, SUMO HTRF inh 16, MEKK2wt PB1 HTS 55 and CRFBP-R2 block -13.
Screening COc1ccc(C(=O)N2CC3(C)CC2CC(C)(C)C3)cc1OC (centres undefined) returned MEKK3 PB1 HTS 91, GalR3 antag 1, DNA FID counter -32, MEKK2mut PB1 HTS 3, CRFR2-BP ag 1.9, HCV NS3 hel inh -1, SUMO HTRF inh -25, MEKK2wt PB1 HTS 105 and CRFBP-R2 block 6.
For O=C(N/N=C/c1cccc(OC(=O)c2ccccc2Cl)c1)c1cccnc1 the results were MEKK3 PB1 HTS 101, GalR3 antag -6, DNA FID counter -35, MEKK2mut PB1 HTS 6, CRFR2-BP ag -8.6, HCV NS3 hel inh -10, SUMO HTRF inh 9, MEKK2wt PB1 HTS 106 and CRFBP-R2 block -27.
Cc1ccccc1-c1nc(C#N)c(NCc2ccco2)o1 was read as MEKK3 PB1 HTS 105, GalR3 antag -1, DNA FID counter -9, MEKK2mut PB1 HTS 4, CRFR2-BP ag 0.6, HCV NS3 hel inh -1, SUMO HTRF inh -2, MEKK2wt PB1 HTS 101 and CRFBP-R2 block -2.
`Cc1cccc(NC(=O)CSc2nnc(C)n2Cc2ccccc2)c1` gave MEKK3 PB1 HTS 104, GalR3 antag -6, DNA FID counter -17, MEKK2mut PB1 HTS 1, CRFR2-BP ag -0.6, HCV NS3 hel inh -4, SUMO HTRF inh 5, MEKK2wt PB1 HTS 104 and CRFBP-R2 block -14.
For O=C(Nc1ccc(-n2cccn2)cc1)C1CCN(Cc2ccsc2)CC1 the results were MEKK3 PB1 HTS 100, GalR3 antag -5, DNA FID counter 5, MEKK2mut PB1 HTS 5, CRFR2-BP ag 0.0, HCV NS3 hel inh -3, SUMO HTRF inh 0, MEKK2wt PB1 HTS 105 and CRFBP-R2 block -5.
Screening O=C(O)c1cccc2c1C(=O)c1ccccc1-2 returned MEKK3 PB1 HTS 97, GalR3 antag -5, DNA FID counter -3, MEKK2mut PB1 HTS 0, CRFR2-BP ag -1.4, HCV NS3 hel inh 12, SUMO HTRF inh 23, MEKK2wt PB1 HTS 96 and CRFBP-R2 block 7.
`O=C(NC(=S)Nc1ccccc1Br)C1CCCC1` gave MEKK3 PB1 HTS 106, GalR3 antag -6, DNA FID counter -14, MEKK2mut PB1 HTS 9, CRFR2-BP ag -0.5, HCV NS3 hel inh 1, SUMO HTRF inh -5, MEKK2wt PB1 HTS 105 and CRFBP-R2 block -5.
Screening COCCN(C(=O)c1cccc(OC)c1)c1nnc(-c2ccncc2)s1 returned MEKK3 PB1 HTS 96, GalR3 antag -5, DNA FID counter -3, MEKK2mut PB1 HTS 4, CRFR2-BP ag -1.4, HCV NS3 hel inh -6, SUMO HTRF inh -10, MEKK2wt PB1 HTS 101 and CRFBP-R2 block 8.
`COc1cccc(NC(=O)c2nnn(Cc3ccc(Br)cc3F)c2N)c1` gave MEKK3 PB1 HTS 90, GalR3 antag -2, DNA FID counter 14, MEKK2mut PB1 HTS -3, CRFR2-BP ag 16, HCV NS3 hel inh -4, SUMO HTRF inh -2, MEKK2wt PB1 HTS 93 and CRFBP-R2 block -54.
O=C(CCN1C(=O)c2ccccc2C1=O)NC(=S)Nc1cccc(Cl)c1 was read as MEKK3 PB1 HTS 101, GalR3 antag -3, DNA FID counter -1, MEKK2mut PB1 HTS 1, CRFR2-BP ag -0.3, HCV NS3 hel inh -3, SUMO HTRF inh -11, MEKK2wt PB1 HTS 100 and CRFBP-R2 block -23.
For Cc1c(Cl)c([N+](=O)[O-])nn1CCCC(=O)NCCc1ccccc1 the results were MEKK3 PB1 HTS 97, GalR3 antag -6, DNA FID counter -5, MEKK2mut PB1 HTS -2, CRFR2-BP ag -1.0, HCV NS3 hel inh 8, SUMO HTRF inh 5, MEKK2wt PB1 HTS 108 and CRFBP-R2 block 4.
Screening CCOc1ccc(C(=O)Nc2cc(-c3nc4ccccc4[nH]3)ccc2C)cc1[N+](=O)[O-] returned MEKK3 PB1 HTS 107, GalR3 antag -1, DNA FID counter 18, MEKK2mut PB1 HTS 4, CRFR2-BP ag 1.2, HCV NS3 hel inh 0, SUMO HTRF inh -50, MEKK2wt PB1 HTS 104 and CRFBP-R2 block 12.
Screening CCC(=O)Nc1nnc(CSCc2ccccc2)s1 returned MEKK3 PB1 HTS 105, GalR3 antag -1, DNA FID counter -5, MEKK2mut PB1 HTS 6, CRFR2-BP ag 7.2, HCV NS3 hel inh -2, SUMO HTRF inh 3, MEKK2wt PB1 HTS 105 and CRFBP-R2 block -30.
`CCC(C)NC(=O)c1ccccc1C(=O)NC(C)CC` (centres undefined) gave MEKK3 PB1 HTS 102, GalR3 antag -5, DNA FID counter 1, MEKK2mut PB1 HTS 6, CRFR2-BP ag -0.3, HCV NS3 hel inh 9, SUMO HTRF inh 5, MEKK2wt PB1 HTS 99 and CRFBP-R2 block 25.
For COc1ccc(NC(=O)c2ccccc2-c2ccc(C(F)(F)F)cc2)cc1S(=O)(=O)N1CCOCC1 the results were MEKK3 PB1 HTS 101, GalR3 antag -1, DNA FID counter -24, MEKK2mut PB1 HTS -1, CRFR2-BP ag 1.0, HCV NS3 hel inh 2, SUMO HTRF inh -18, MEKK2wt PB1 HTS 99 and CRFBP-R2 block -3.
Screening CC(CNC(=O)CCn1ccc2cc(S(=O)(=O)N3CCCC3)ccc21)c1ccccc1 (centres undefined) returned MEKK3 PB1 HTS 100, GalR3 antag -6, DNA FID counter -45, MEKK2mut PB1 HTS 1, CRFR2-BP ag -1.9, HCV NS3 hel inh -9, SUMO HTRF inh 0, MEKK2wt PB1 HTS 105 and CRFBP-R2 block 0.
CCc1ccc(S(=O)(=O)Nc2ccc(N3CCN(C)CC3)cc2)cc1 was read as MEKK3 PB1 HTS 113, GalR3 antag -8, DNA FID counter 10, MEKK2mut PB1 HTS 19, CRFR2-BP ag 0.1, HCV NS3 hel inh -2, SUMO HTRF inh 4, MEKK2wt PB1 HTS 118 and CRFBP-R2 block -11.
`O=C(NCc1cccc(Br)c1)C1CC2Cn3c(nc4ccccc43)C2N1Cc1ccccc1` (centres undefined) gave MEKK3 PB1 HTS 106, GalR3 antag 2, MEKK2mut PB1 HTS 4, CRFR2-BP ag -2.1, MEKK2wt PB1 HTS 103 and CRFBP-R2 block 2.
Screening CCN(CC)CCNC(=O)Cn1cnc2sc(C)c(S(=O)(=O)N3CCOCC3)c2c1=O returned MEKK3 PB1 HTS 101, GalR3 antag 6, DNA FID counter 11, MEKK2mut PB1 HTS 0, CRFR2-BP ag -0.2, HCV NS3 hel inh 12, SUMO HTRF inh 4, MEKK2wt PB1 HTS 103 and CRFBP-R2 block 11.
For Cc1ccc(C(=O)Nc2cc(C(C)C)c(O)c(C(C)C)c2)cc1 the results were MEKK3 PB1 HTS 102, GalR3 antag -12, DNA FID counter -20, MEKK2mut PB1 HTS 2, CRFR2-BP ag 0.1, HCV NS3 hel inh -6, SUMO HTRF inh 12, MEKK2wt PB1 HTS 107 and CRFBP-R2 block 20.
`Cc1nn2c(-c3ccco3)nnc2c2ccccc12` gave MEKK3 PB1 HTS 99, GalR3 antag -5, DNA FID counter -7, MEKK2mut PB1 HTS -3, CRFR2-BP ag 0.4, HCV NS3 hel inh 12, SUMO HTRF inh 8, MEKK2wt PB1 HTS 96 and CRFBP-R2 block 16.

The list is partial. The share of hits here may be higher or lower than overall.
